Growth percent in the NCI-60 one-dose screen (48 h, 10 µM unless noted): 100 = growth as untreated, 0 = no growth, -100 = all killed.
HCT-15: HCT-15 colon cancer; 82,000 tested, 5.2% active
SW-620: SW-620 colon cancer; 82,000 tested, 5.2% active; AID 1794795
KM12: KM12 colon cancer cells; 82,000 tested, 5% active; AID 1794800
SF-539: SF-539 CNS cancer; AID 1794752; 81,000 tested, 6.8% active
SF-295: SF-295 CNS cancer cells | 79,000 tested, 5.6% active | AID 1794758
HCC-2998: HCC-2998 colon cancer; 79,000 tested, 4.7% active; AID 1794799
SNB-19: SNB-19 CNS cancer cells; AID 1794751; 81,000 tested, 2.5% active
HCT-116: HCT-116 colon cancer. AID 1794798. 82,000 tested, 7.3% active
SNB-75: SNB-75 CNS cancer; 79,000 tested, 5% active; AID 1794750
* marks the source's active call; other numbers are inactive results; x = no result given; & = joins results of further samples; ! = not confirmed by another sample. The calls were made as follows: active = growth percent below 10; inactive = the rest.

Below each SMILES – HCT-15 | SW-620 | KM12 | SF-539 | SF-295 | HCC-2998 | SNB-19 | HCT-116 | SNB-75
- Cc1cc(Cl)ccc1NC(=O)Nc1ccc2nc(NS(=O)(=O)c3ccc4ccccc4c3)sc2c1
    85 | 97 | 101 | 89 | 99 | 104 | 93 | 59 | 96
- CCn1cc(C(=O)O)c(=O)c2cc(F)c(N3CCNC(C)C3)c(F)c21 (stereo not drawn)
    97 | 113 | 107 | 103 | 102 | 112 | 112 | 104 | 87
- CCCCC(CC)COC(=O)c1ccccc1O (stereo not drawn)
    105 | 112 | 107 | 107 | 112 | 115 | 106 | 107 | 95
- NS(=O)(=O)c1cccc(N2C(=O)c3ccccc3C2=O)c1
    100 | 106 | 100 | 102 | 101 | 101 | 106 | 96 | 91
- CCN(CC)C(=O)C1CN2CCc3cc(OC)c(OC)cc3C2CC1OC(C)=O (stereo not drawn)
    104 | 107 | 114 | 103 | 109 | 105 | 105 | 104 | 79
- Cn1cc(-c2nc(N)nnc2-c2c[nH]c3ccc(F)cc23)c2cc(Br)ccc21
    70 | 98 | 86 | 91 | 97 | 90 | 91 | 68 | 79
- CCCCCCCCCCCC[N+](C)(C)Cc1ccccc1
    91 | 45 | -64* | 54 | 46 | 18 | 20 | 22 | -13*
- CCOC(=O)c1ccccc1O
    107 | 120 | 113 | 95 | 110 | 93 | 101 | 93 | x
- CC[C@H](C)[C@H](N)C(=O)O
    107 | 103 | 99 | 100 | 104 | 106 | 105 | 115 | 99
- Cc1scc2c1N(C(=O)CN1CCN(C)CC1)c1ccccc1NC2=O
    107 | 112 | 113 | 112 | 101 | 103 | 111 | 111 | 110
- CC[C@]12CCCN3CCc4c(n(c5ccccc45)[C@](O)(C(=O)OC)C1)[C@@H]32
    106 | 104 | 107 | 117 | 99 | 105 | 107 | 97 | 87
- Cn1cc(-c2nnc(N)nc2-c2cn(C)c3ccccc23)c2cc(Br)ccc21
    66 | 88 | 87 | 94 | 92 | 104 | 92 | 61 | 73
- COc1ccc2c(c1)c(-c1noc(C(=O)c3cn(C)c4ccccc34)n1)cn2C
    105 | 98 | 96 | 106 | 103 | 115 | 102 | 106 | 92
- CN(C)c1ccc2nc3ccc(=[N+](C)C)cc-3sc2c1
    37&28 | 15&15&15 | 48&33&37 | 3.8*! | 43&18&17 | 54&37&49 | 40&23&25 | 4.1*! | 90&49
- Cc1cc(CC(C)CC(C)(C)C)n(O)c(=O)c1 (stereo not drawn) (tested in a mixture with another compound)
    24 | 34 | 27 | 6.7* | 6.9* | 57 | 26 | 23 | 17
- CC1=C(C(=O)Nc2ccc(S(N)(=O)=O)cc2)C(c2cccc(O)c2)NC(=O)N1 (stereo not drawn)
    103 | 102 | 100 | 102 | 98 | 102 | 99 | 107 | 96
- Cn1cc(-c2nnc(-c3cn(C)c4ncc(Br)cc34)s2)c2ccccc21
    71 | 100 | 70 | 98 | 98 | 104 | 89 | 98 | 104
- COc1ccc2c(c1)c(C(=O)c1nc(-c3cn(C)c4ccc(Br)cc34)no1)cn2C
    102 | 86 | 90 | 75 | 101 | 97 | 94 | 98 | 93
- O=C(O)Cc1sc(-c2ccccc2)nc1-c1ccc(Cl)cc1
    99 | 105 | 107 | 98 | 88 | 98 | 113 | 99 | 82
- COc1ccc(C2NC(=O)NC(C)=C2C(=O)Nc2ccc(S(N)(=O)=O)cc2)cc1OC (stereo not drawn)
    97 | 113 | 105 | 95 | 96 | 113 | 100 | 107 | 114
- CCCSc1nc(NC(=O)CN2CCN(c3cc4c(cc3F)c(=O)c(C(=O)O)cn4C3CC3)CC2)cc(=O)[nH]1
    98 | 104 | 106 | 87 | 105 | 100 | 92 | 100 | x
- CN(C)C(=O)c1cc2cnc(Nc3ccc(N4CCNCC4)cn3)nc2n1C1CCCC1
    86 | 38 | 31 | 91 | 76 | 86 | 66 | 44 | 76
- COc1cc(C2NC(=O)NC(C)=C2C(=O)Nc2ccc(S(N)(=O)=O)cc2)cc(OC)c1OC (stereo not drawn)
    94 | 100 | 104 | 101 | 99 | 104 | 98 | 108 | 93
- Nc1c2ccccc2nc2ccccc12
    5.8*! | 2.2*! | 46&19 | 29&23&22 | -25*! | 41&25&38 | 40&23 | 7.6*! | 89&52&33
- Cc1cc(C(=O)Nc2cc(Oc3ccc4nc(NC(=O)C5CC5)cn4n3)ccc2C)n(C)n1
    44 | 15 | 12 | 3.9* | 53 | 2.2* | 33 | 6.1* | 8.0*
- COc1ccc(/C=C/C(C)=N/OC(C)C(N)=O)cc1 (stereo not drawn)
    101 | 106 | 106 | 102 | 96 | 103 | 97 | 98 | 109
- O=C(Nc1cccc(Cl)c1)Nc1ncc(CCNc2ncnc3ccsc23)s1
    23 | 63 | 11 | 24 | 20 | 80 | 65 | 18 | 26
- CNC(=O)c1cc(Oc2ccc(NC(=O)Nc3ccc(Cl)c(C(F)(F)F)c3)c(F)c2)ccn1
    -18* | -8.0* | -32* | -72* | -47* | -81* | 3.5* | -37* | -69*
- CN(C)c1ccc(C2=NN(c3ccc(S(=O)(=O)NC(=O)NCc4ccccc4)cc3)C(c3ccc(Cl)cc3)C2)cc1 (stereo not drawn)
    68 | 101 | 92 | 98 | 75 | 101 | 78 | 77 | 73
- CCN1C[C@@H](C)n2c(c(O)c3c(=O)n(Cc4ccc(F)c(Cl)c4)nc(C(=O)NC)c32)C1=O
    6.2* | 21 | 21 | 3.5* | 0.1* | 15 | 12 | 16 | 20

Single entries from above.
Under SNB-19, NS(=O)(=O)c1cccc(N2C(=O)c3ccccc3C2=O)c1 reads 106
Under SF-295, CN(C)C(=O)c1cc2cnc(Nc3ccc(N4CCNCC4)cn3)nc2n1C1CCCC1 reads 76
Under SW-620, COc1ccc(C2NC(=O)NC(C)=C2C(=O)Nc2ccc(S(N)(=O)=O)cc2)cc1OC (stereo not drawn) reads 113
Under SF-295, CNC(=O)c1cc(Oc2ccc(NC(=O)Nc3ccc(Cl)c(C(F)(F)F)c3)c(F)c2)ccn1 reads -47*
Under SW-620, Cn1cc(-c2nc(N)nnc2-c2c[nH]c3ccc(F)cc23)c2cc(Br)ccc21 reads 98
Under SW-620, Cc1cc(CC(C)CC(C)(C)C)n(O)c(=O)c1 (stereo not drawn) (tested in a mixture with another compound) reads 34

Given as labelled records: two of the compounds above
compound: CCN(CC)C(=O)C1CN2CCc3cc(OC)c(OC)cc3C2CC1OC(C)=O (stereo not drawn)
  HCT-15 = 104	SW-620 = 107	KM12 = 114	SF-539 = 103	SF-295 = 109	HCC-2998 = 105	SNB-19 = 105	HCT-116 = 104	SNB-75 = 79
compound: CCCCCCCCCCCC[N+](C)(C)Cc1ccccc1
  HCT-15 = 91	SW-620 = 45	KM12 = -64*	SF-539 = 54	SF-295 = 46	HCC-2998 = 18	SNB-19 = 20	HCT-116 = 22	SNB-75 = -13*

Continuation:
Below each SMILES – HCT-15 | SW-620 | KM12 | SF-539 | SF-295 | HCC-2998 | SNB-19 | HCT-116 | SNB-75
- Cc1ccccc1OCC(O)CO (stereo not drawn)
    108&112 | 107&103 | 107&114 | 103&108 | 96&148 | 102&107 | 100&101 | 104&105 | 95&108
- O=C(c1ccc2nc(NS(=O)(=O)c3ccc4ccccc4c3)sc2c1)N1CCN(c2ccccc2F)CC1
    104 | 103 | 101 | 101 | 98 | 112 | 103 | 88 | 88
- CCN(CCCCOC(=O)c1ccc(OC)c(OC)c1)C(C)Cc1ccc(OC)cc1 (stereo not drawn)
    87&94 | 95&92 | 106&101 | 102&107 | 99&88 | 100&103 | 100&103 | 87&78 | 77&102
- O=C(CC(CC(=O)c1cccs1)c1ccc(Cl)cc1Cl)c1cccs1
    79 | 96 | 95 | 96 | 77 | 108 | 94 | 65 | 84
- COc1ccc(C(=O)c2ccccc2)c(O)c1
    136&100 | 103&103 | 103&108 | 96 | 121&100 | 72&109 | 91&93 | 90&101 | 105&104
- Cn1cc(-c2nc(N)nnc2-c2c[nH]c3ccccc23)c2cc(F)ccc21
    74 | 98 | 87 | 89 | 87 | 104 | 96 | 81 | 61
- O=C(O)c1ccc(Nc2ncc3c(n2)-c2ccc(Cl)cc2C(c2c(F)cccc2F)=NC3)cc1
    50 | 35 | 28 | 59 | 39 | 79 | 55 | 44 | 49
- COc1cc2nccc(Oc3ccc(NC(=O)C4(C(=O)Nc5ccc(F)cc5)CC4)cc3)c2cc1OC
    5.7* | -27* | 7.5* | -10* | -9.0* | 30 | 30 | 2.0* | -19*
- CCCOc1ccc2nc(NC(=O)OC)[nH]c2c1
    12 | 23 | 5.7* | 7.4* | -5.9* | -14* | 34 | 9.3* | 46
- Nc1ncnc2c1c(-c1cccc(OCc3ccccc3)c1)cn2C1CC(CN2CCC2)C1 (stereo not drawn)
    10 | 3.9* | 6.7* | -84* | -47* | 17 | 32 | 9.5* | -29*

Reformatted with each value named: part of the list above
> Cn1cc(-c2nnc(N)nc2-c2cn(C)c3ccccc23)c2cc(Br)ccc21
  HCT-15 = 66	SW-620 = 88	KM12 = 87	SF-539 = 94	SF-295 = 92	HCC-2998 = 104	SNB-19 = 92	HCT-116 = 61	SNB-75 = 73

> COc1ccc2c(c1)c(-c1noc(C(=O)c3cn(C)c4ccccc34)n1)cn2C
  HCT-15 = 105	SW-620 = 98	KM12 = 96	SF-539 = 106	SF-295 = 103	HCC-2998 = 115	SNB-19 = 102	HCT-116 = 106	SNB-75 = 92

> CN(C)c1ccc2nc3ccc(=[N+](C)C)cc-3sc2c1
  HCT-15 = 37&28	SW-620 = 15&15&15	KM12 = 48&33&37	SF-539 = 3.8*!	SF-295 = 43&18&17	HCC-2998 = 54&37&49	SNB-19 = 40&23&25	HCT-116 = 4.1*!	SNB-75 = 90&49

> Cc1cc(CC(C)CC(C)(C)C)n(O)c(=O)c1 (stereo not drawn) (tested in a mixture with another compound)
  HCT-15 = 24	SW-620 = 34	KM12 = 27	SF-539 = 6.7*	SF-295 = 6.9*	HCC-2998 = 57	SNB-19 = 26	HCT-116 = 23	SNB-75 = 17

Screening data (PubChem)

These rows are one share of the data; rates above refer to the full screens.
